RGS4 inhibitor: inhibitors of human regulator of G protein signaling 4. P49798. Transcreener GDP fluorescence polarization, RGS4-accelerated GTP hydrolysis. Potency, µM (highest dose often 114 µM), inactives show at the highest dose activity change, negative = inhibition, hits mostly inhibitors. hit rate 0.039% among 390,000; further: potency means the concentration at half of the fitted maximal effect; on the % scale 0 is the no-effect control and ±100 the full control effect; nearly all actives have a fitted effect of over 75% in size; some results filed as inactive show a strong effect at the top dose
Target sequence (P49798 whole entry, looked up): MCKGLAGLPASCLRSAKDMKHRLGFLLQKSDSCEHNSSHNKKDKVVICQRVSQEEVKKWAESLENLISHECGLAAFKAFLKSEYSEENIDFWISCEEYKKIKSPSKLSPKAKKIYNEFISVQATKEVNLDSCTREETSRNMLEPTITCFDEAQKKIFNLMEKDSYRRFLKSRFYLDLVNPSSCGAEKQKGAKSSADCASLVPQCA
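MLSMR compounds (23 nl, pin-transferred) preincubated 10 min at room temperature with a 500nM (2x) first reagent, then RGS4 at 900nM (2x) plus Transcreener GDP mix added; fluorescence polarization (620/688 nm) read before and after 90 min at 30 °C.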
Vif-A3G inh: inhibitors of Vif-APOBEC3G interaction; HeLa A3G-eYFP + Vif (tagged APOBEC3G with the HIV-1 protein that degrades it), YFP fluorescence, overnight; Potency, µM (highest dose often 46.1 µM), for inactives: at the top dose activity, negative = active, hits mostly inhibitors; hit rate 0.076% among 410,000;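 further: potency means the concentration at half of the fitted maximal effect; on the % scale 0 is the no-effect control and ±100 the full control effect; nearly all actives have a fitted effect of over 60% in size; hits raise eYFP signal because A3G escapes Vif-driven loss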
Target sequence (Q9HC16 whole entry, looked up): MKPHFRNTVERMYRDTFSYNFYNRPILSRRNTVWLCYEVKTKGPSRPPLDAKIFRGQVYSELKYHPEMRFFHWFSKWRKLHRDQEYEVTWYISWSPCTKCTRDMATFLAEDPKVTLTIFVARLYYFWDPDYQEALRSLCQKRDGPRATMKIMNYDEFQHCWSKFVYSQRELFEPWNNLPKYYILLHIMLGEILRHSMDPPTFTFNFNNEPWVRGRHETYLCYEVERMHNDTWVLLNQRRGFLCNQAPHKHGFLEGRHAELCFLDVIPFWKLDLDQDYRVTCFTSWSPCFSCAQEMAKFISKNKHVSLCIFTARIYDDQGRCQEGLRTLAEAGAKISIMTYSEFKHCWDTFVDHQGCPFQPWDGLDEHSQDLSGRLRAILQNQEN
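HeLa cells stably expressing Vif and C-terminally eYFP-tagged A3G, seeded overnight at 37 deg C, then exposed to compound by pintool overnight at 37 deg C. Rise in yellow fluorescence (Ex 488/Em 500-530, Acumen) marks blocked Vif-driven A3G degradation.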
IDH1 R132H inh: human IDH1 R132H inhibition; Potency, µM (series often up to 76.6 µM), for the others: at the top dose activity change, negative = inhibition, hits mostly inhibitors; hit rate 0.093% among 390,000; AID 602179; IDH1-R132H enzyme, NADPH consumption, diaphorase/resazurin fluorescence; O75874; further: potency means the concentration at half of the fitted maximal effect; on the % scale 0 is the no-effect control and ±100 the full control effect; nearly all actives have a fitted effect of over 65% in size
Target sequence (O75874 whole entry R132H, stated change not applied): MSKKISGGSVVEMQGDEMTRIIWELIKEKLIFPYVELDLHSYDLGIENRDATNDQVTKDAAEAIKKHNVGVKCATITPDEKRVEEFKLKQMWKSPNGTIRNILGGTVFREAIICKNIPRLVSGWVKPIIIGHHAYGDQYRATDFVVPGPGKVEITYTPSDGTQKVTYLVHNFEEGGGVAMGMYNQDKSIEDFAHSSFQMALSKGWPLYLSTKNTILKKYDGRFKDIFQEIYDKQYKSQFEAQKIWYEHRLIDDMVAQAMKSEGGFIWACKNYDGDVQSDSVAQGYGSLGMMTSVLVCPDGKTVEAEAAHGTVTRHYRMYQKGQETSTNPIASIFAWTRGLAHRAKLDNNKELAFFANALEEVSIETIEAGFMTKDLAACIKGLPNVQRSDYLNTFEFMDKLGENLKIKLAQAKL
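IDH1-R132H (0.5 ug/mL) preincubated 30 min with compound, then NADPH (0.016 mM) and alpha-KG (2 mM) added; 80 min at RT, pH 7.5. Remaining NADPH coupled via diaphorase/resazurin to fluorescence (540/590 nm); concentration-response curves normalized to no-enzyme control.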
Vif-A3F inh: inhibitors of Vif-A3F interaction. HeLa A3F-eYFP + Vif (tagged APOBEC3F with the HIV-1 protein that degrades it), YFP fluorescence increase. Potency, µM (highest dose often 46.1 µM), for the others: top-dose activity, negative = active. hit rate 0.2% among 390,000. AID 602313; further: potency means the concentration at half of the fitted maximal effect; % of control where 0% means no effect; nearly all actives have a fitted effect of over 65% in size
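HeLa cells stably expressing A3F-eYFP plus Vif, plated and incubated overnight at 37 deg C, then exposed to compounds overnight at 37 deg C. Blocked degradation read as raised yellow fluorescence (Ex 488/Em 500-530).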
LDHA inh: inhibitors of human lactate dehydrogenase A. P00338. purified LDHA, NADH/diaphorase-resazurin fluorescence; stronger effect = lower value. activity change, % (values are at about 110 or 230 µM). hit rate 0.15% among 480,000. AID 1347041; in the data active means activity change below about -30%; inconclusive means mostly about -25% to -30%;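 further: plate controls were DMSO wells for no effect and wells without enzyme for full effect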
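LDH5 2 nM; NADH 0.06 mM, pyruvate 0.2 mM; 200 mM Tris pH 7.4, EDTA, Tween-20; 5 min RT. Detection: diaphorase 0.133 mg/mL + resazurin 37 µM, fluorescence ex540/em590 at 0 and 20 min; normalized to enzyme-free and DMSO wells.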
TrxR1 substrate: is turned over as a substrate by rat TrxR1. O89049. Potency, µM (titrated, usually from 114 µM), for inactives: at the highest dose activity change, negative = substrate turnover. purified TrxR1 substrate turnover, NADPH consumption readout. hit rate 0.01% among 390,000; further: potency means the concentration at half of the fitted maximal effect; on the % scale 0 is the no-effect control and ±100 the full control effect; nearly all actives have a fitted effect of over 50% in size
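Rat TrxR1, dispensed at 90 nM, was prereduced with 400 uM NADPH (final) for 5 min at ~22 deg C, then incubated with compound 15 min before 400 uM selenite. A first-read NADPH fluorescence drop versus no-compound background flagged substrates.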
rTrxR1 inhibitor: blocks rat thioredoxin reductase 1 | AID 588453 | recombinant rTrxR1, NADPH fluorescence consumption, selenite substrate | O89049 | Potency, µM (series often up to 114 µM), for inactives: at the highest dose activity change, negative = inhibition, actives largely listed as inhibitors | hit rate 1% among 390,000; further: potency means the concentration at half of the fitted maximal effect; on the % scale 0 is the no-effect control and ±100 the full control effect; nearly all actives have a fitted effect of over 65% in size
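Rat TrxR1 (90 nM in the dispensed reagent) was pre-reduced with 400 uM NADPH for 5 min at room temperature, then incubated with compound for 15 min. After 400 uM selenite was added, NADPH fluorescence (Ex 340/Em 450 nm) was followed for 8 min.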
USP1-UAF1 inh: blocks the human USP1/UAF1 deubiquitinase complex; O94782; recombinant USP1/UAF1, Ub-Rhodamine cleavage fluorescence; Potency, µM (top dose mostly 57.1 µM), for the others: at the top dose activity change, negative = inhibition, hits mostly inhibitors; hit rate 0.23% among 390,000; further: potency means the concentration at half of the fitted maximal effect; on the % scale 0 is the no-effect control and ±100 the full control effect; nearly all actives have a fitted effect of over 60% in size; inactives centre near -12
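Step one: compound is pinned into 1nM USP1/UAF1 in HEPES pH 7.8 buffer with TCEP. Step two: 15 min room-temperature incubation. Step three: Ub-Rho (150nM final) starts cleavage, tracked by fluorescence over six one-minute reads.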
Glioma ERSR ind: induces the endoplasmic reticulum stress response in human glioma cells; Potency, µM, inactives show top-dose activation, hits mostly activators; hit rate 0.02% among 420,000; AID 602332; U87-MG GRP78 promoter luciferase reporter, 16 h; further: potency means the concentration at half of the fitted maximal effect; series mostly up to about 76 µM; % of control where 0% means no effect; nearly all actives have a fitted effect of over 35% in size
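ERSR induction read as luciferase luminescence (Bright-Glo, 10 min at room temperature) in stably transfected human U87-MG glioma cells exposed to compounds for 16 h, using GRP78 as sensor.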
Active calls of the source: *; [ ] = dose if it differs, or a comment. Unless noted, the call rests on the fitted dose curve; in most records, active means well fitted curve in the direction sought with a large enough effect; inconclusive means small, poorly fitted or top-dose-only effect, or another doubt; inactive means no such curve, though single readings can be large; an effect the other way counts as inactive or inconclusive. The list is partial; count on the stated rates, not on these rows.

What do the screens show for `CCn1c(CNC(=O)Cc2ccc(OC)cc2)nnc1SCCOc1ccccc1`?
RGS4 inhibitor: -7%; Vif-A3G inh: 3%; IDH1 R132H inh: -1%; Vif-A3F inh: 0%; LDHA inh: 1; TrxR1 substrate: 2%; rTrxR1 inhibitor: 10%; USP1-UAF1 inh: -7%; Glioma ERSR ind: -6%

Results for CCOC(=O)C(NC(=O)NCc1ccccc1OC)(OCC)C(F)(F)F (stereo not given) ?
RGS4 inhibitor: -10%; Vif-A3G inh: 1%; IDH1 R132H inh: 7%; Vif-A3F inh: 7%; LDHA inh: -5; TrxR1 substrate: -9%; rTrxR1 inhibitor: -18%; USP1-UAF1 inh: -2%; Glioma ERSR ind: -5%

How did Cc1ccc(C)c(S(=O)(=O)Nc2ccc3oc(C)c(C(=O)O)c3c2)c1 do in these assays?
RGS4 inhibitor: -26%; Vif-A3G inh: -5%; IDH1 R132H inh: 0%; Vif-A3F inh: 7%; LDHA inh: -4; TrxR1 substrate: -1%; rTrxR1 inhibitor: -8%; USP1-UAF1 inh: -21%; Glioma ERSR ind: -2%

What do the screens show for `O=C(CSc1nnc2ccc(-c3ccccn3)nn12)Nc1ccccc1F`?
RGS4 inhibitor: 4%; Vif-A3G inh: 5%; IDH1 R132H inh: 6%; Vif-A3F inh: 2%; LDHA inh: -3; TrxR1 substrate: 33%[activator]; rTrxR1 inhibitor: 0%; USP1-UAF1 inh: -19%; Glioma ERSR ind: -5%

How did Cc1cc(=O)oc2c(C)c(OC(=O)c3ccco3)ccc12 do in these assays?
RGS4 inhibitor: 8%; Vif-A3G inh: -1%; IDH1 R132H inh: 0%; Vif-A3F inh: 6%; LDHA inh: -2; TrxR1 substrate: 13%; rTrxR1 inhibitor: -10%; USP1-UAF1 inh: 1%; Glioma ERSR ind: -3%

What do the screens show for `CCN1CC(CN(C)Cc2nc(-c3ccc(Cl)cc3)no2)CC1=O` (stereo not given)?
RGS4 inhibitor: -14%; Vif-A3G inh: 3%; IDH1 R132H inh: 4%; Vif-A3F inh: -8%; LDHA inh: -1; TrxR1 substrate: 5%; rTrxR1 inhibitor: 35%; USP1-UAF1 inh: -18%; Glioma ERSR ind: -2%

How did Cc1cccc(CNC(=O)c2ccc(-c3nc(CS(=O)(=O)c4ccccc4)c(C)o3)cc2)c1 do in these assays?
RGS4 inhibitor: -21%; Vif-A3G inh: -2%; IDH1 R132H inh: 32%; Vif-A3F inh: -1%; LDHA inh: 3; TrxR1 substrate: 10%; rTrxR1 inhibitor: -11%; USP1-UAF1 inh: inconclusive; Glioma ERSR ind: -2%

What do the screens show for `COc1ccccc1N1CCN(C(=O)C2CCN(S(=O)(=O)c3ccccc3F)CC2)CC1`?
RGS4 inhibitor: -9%; Vif-A3G inh: 2%; IDH1 R132H inh: -5%; Vif-A3F inh: 3%; LDHA inh: 2; TrxR1 substrate: -4%; rTrxR1 inhibitor: 16%; USP1-UAF1 inh: -10%; Glioma ERSR ind: -2%

What do the screens show for `Cc1ccc(C)c(NC(=O)CS(=O)(=O)c2cccc3nsnc23)c1`?
RGS4 inhibitor: 14%[11.4 µM]; Vif-A3G inh: -13%; IDH1 R132H inh: 5%; Vif-A3F inh: 0%; LDHA inh: 2; TrxR1 substrate: 11%; rTrxR1 inhibitor: 16%; USP1-UAF1 inh: -14%; Glioma ERSR ind: -3%

What do the screens show for `CC(C)(C)NC(=O)C(c1ccc(-c2ccccc2)cc1)N(C[C@H]1CC[C@@H]([C@@H]2CC[C@H](CO)O2)O1)C(=O)c1ccc(-c2ccccc2)cc1` (stereo not given in full)?
RGS4 inhibitor: 5%; Vif-A3G inh: -11%; IDH1 R132H inh: -5%[38.3 µM]; Vif-A3F inh: -5%; LDHA inh: 0; TrxR1 substrate: -1%; rTrxR1 inhibitor: 10%; USP1-UAF1 inh: -28%; Glioma ERSR ind: -1%

Two records picked at random from those above, as already listed:
What do the screens show for `O=C(CSc1nnc2ccc(-c3ccccn3)nn12)Nc1ccccc1F`?
RGS4 inhibitor: 4%; Vif-A3G inh: 5%; IDH1 R132H inh: 6%; Vif-A3F inh: 2%; LDHA inh: -3; TrxR1 substrate: 33%[activator]; rTrxR1 inhibitor: 0%; USP1-UAF1 inh: -19%; Glioma ERSR ind: -5%

What do the screens show for `Cc1ccc(C)c(NC(=O)CS(=O)(=O)c2cccc3nsnc23)c1`?
RGS4 inhibitor: 14%[11.4 µM]; Vif-A3G inh: -13%; IDH1 R132H inh: 5%; Vif-A3F inh: 0%; LDHA inh: 2; TrxR1 substrate: 11%; rTrxR1 inhibitor: 16%; USP1-UAF1 inh: -14%; Glioma ERSR ind: -3%

Next part.
Results for COc1ccc(C(C(=O)NC2CCCC2)N(C(=O)c2ccoc2C)c2ccccc2)cc1 (stereo not given) ?
RGS4 inhibitor: -15%; Vif-A3G inh: 2%; IDH1 R132H inh: -6%; Vif-A3F inh: -19%; LDHA inh: 0; TrxR1 substrate: 0%; rTrxR1 inhibitor: 6%; USP1-UAF1 inh: -7%; Glioma ERSR ind: -6%

Results for Cc1cccn2c(=O)c3cc(C(=O)NCCC4=CCCCC4)n(C)c3nc12 ?
RGS4 inhibitor: 1%; Vif-A3G inh: -4%; IDH1 R132H inh: -6%; Vif-A3F inh: -10%; LDHA inh: 1; TrxR1 substrate: 7%; rTrxR1 inhibitor: 0%; USP1-UAF1 inh: -24%; Glioma ERSR ind: 4%

How did CN1C2CCC1CC(NC(=O)c1cc(Cl)cc3[nH]cnc13)C2 (stereo not given) do in these assays?
RGS4 inhibitor: -4%; Vif-A3G inh: 0%; IDH1 R132H inh: 3%; Vif-A3F inh: -11%; LDHA inh: -4; TrxR1 substrate: 9%[57.1 µM]; rTrxR1 inhibitor: 7%[57.1 µM]; USP1-UAF1 inh: -7%; Glioma ERSR ind: -5%

What do the screens show for `O=C(CCc1nc(-c2ccccc2)c(-c2ccccc2)o1)OCc1ccc(Br)cc1`?
RGS4 inhibitor: 6%; Vif-A3G inh: 2%; IDH1 R132H inh: -5%; Vif-A3F inh: -16%; LDHA inh: -3; TrxR1 substrate: 6%; rTrxR1 inhibitor: 15%; USP1-UAF1 inh: -2%; Glioma ERSR ind: -1%

Results for CCCCN1C(=O)c2ccc(C(=O)NC3(C)CCS(=O)(=O)C3)cc2C1=O (stereo not given) ?
RGS4 inhibitor: -17%; Vif-A3G inh: 0%; IDH1 R132H inh: 2%; Vif-A3F inh: 6%; LDHA inh: 2; TrxR1 substrate: 8%; rTrxR1 inhibitor: 35%; USP1-UAF1 inh: -16%; Glioma ERSR ind: -2%

Results for COc1cc(CN(C)C)cc(C=O)c1O ?
RGS4 inhibitor: -19%; Vif-A3G inh: 2%; IDH1 R132H inh: 15%; Vif-A3F inh: -3%; LDHA inh: 15; TrxR1 substrate: 5%[57.1 µM]; rTrxR1 inhibitor: 18%[57.1 µM]; USP1-UAF1 inh: -2%; Glioma ERSR ind: -5%

How did COc1cc2c(cc1OC)C(c1cc([N+](=O)[O-])ccc1O)NCC2 (stereo not given) do in these assays?
RGS4 inhibitor: 1%; Vif-A3G inh: -1%; IDH1 R132H inh: -5%; Vif-A3F inh: -8%; LDHA inh: -5; TrxR1 substrate: -9%; rTrxR1 inhibitor: -1%; USP1-UAF1 inh: -28%; Glioma ERSR ind: -2%

What do the screens show for `O=S(=O)(NCCCc1ccccc1)c1ccc(Cl)cc1`?
RGS4 inhibitor: 17%; Vif-A3G inh: -8%; IDH1 R132H inh: 4%; Vif-A3F inh: 1%; LDHA inh: 2; TrxR1 substrate: -13%; rTrxR1 inhibitor: -1%; USP1-UAF1 inh: -22%; Glioma ERSR ind: -3%

How did Cc1ccc(S(=O)(=O)NC(=O)Nc2ccc(N(C)C)cc2)cc1 do in these assays?
RGS4 inhibitor: -122%; Vif-A3G inh: -14%; IDH1 R132H inh: 28%; Vif-A3F inh: 0%; LDHA inh: 9; TrxR1 substrate: -4%; rTrxR1 inhibitor: -9%; USP1-UAF1 inh: 18µM*; Glioma ERSR ind: 5%

Results for O=C(NCCc1ccc(F)cc1)C(=O)NCC(c1cccs1)S(=O)(=O)c1ccc(Cl)cc1 (stereo not given) ?
RGS4 inhibitor: -21%; Vif-A3G inh: -2%; IDH1 R132H inh: -11%; Vif-A3F inh: 0%; LDHA inh: -2; TrxR1 substrate: 3%[57.1 µM]; rTrxR1 inhibitor: 8%[57.1 µM]; USP1-UAF1 inh: -13%; Glioma ERSR ind: -2%

How did Cc1ccc(C(=O)NC(C(=O)NC2CCCC2)c2ccccc2)cc1 (stereo not given) do in these assays?
RGS4 inhibitor: -2%; Vif-A3G inh: 1%; IDH1 R132H inh: -7%; Vif-A3F inh: -2%; LDHA inh: 0; TrxR1 substrate: 4%; rTrxR1 inhibitor: 23%; USP1-UAF1 inh: -22%; Glioma ERSR ind: -5%
